High-throughput results (PubChem BioAssay)
Giardia FBPA inh: inhibitors of Giardia lamblia fructose-1,6-bisphosphate aldolase; purified Giardia FBPA; Potency, µM (highest dose often 59.6 µM), without a hit: at the highest dose activity, negative = inhibition, most hits filed as inhibitors; 290,000 compounds, 0.71% hits; AID 2451; note: potency is the fitted concentration of half-maximal effect; % is set by controls: 0 for no effect and ±100 for the full control effect; nearly all actives have a fitted effect of over 55% in size
Target sequence (A8B2U2 whole entry, looked up): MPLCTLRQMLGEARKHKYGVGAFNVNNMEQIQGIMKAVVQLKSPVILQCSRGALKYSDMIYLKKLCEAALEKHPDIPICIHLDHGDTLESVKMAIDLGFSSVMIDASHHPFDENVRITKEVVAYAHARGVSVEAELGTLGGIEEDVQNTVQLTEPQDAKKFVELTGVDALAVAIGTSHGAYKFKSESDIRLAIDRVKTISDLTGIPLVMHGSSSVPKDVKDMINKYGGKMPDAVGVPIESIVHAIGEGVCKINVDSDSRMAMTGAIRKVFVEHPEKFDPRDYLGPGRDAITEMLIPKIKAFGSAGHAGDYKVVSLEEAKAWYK
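Giardia FBPA (40 nM reagent) was preincubated 10 min at RT with compound (up to 57.5 uM final), then substrate plus GAPDH/TPI/NAD/arsenate coupling system with diaphorase/resazurin was added; resorufin fluorescence (525/598 nm) was read after 20 min.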
Cycloheximide cs: counter-screen for Shiga toxin inhibitors: cycloheximide protein synthesis inhibition. 300,000 compounds, 12% hits. max response, %. cell reporter, cycloheximide protein synthesis inhibition counterscreen; in the data active = max response mostly above about 13%, no sharp cut-off; inactive = mostly below about 14%; note: read at 38.3 µM for the half of the compounds with a filed dose; 0% is about no effect
Shiga inhibitor: blocks Shiga toxin action in Vero cells; Vero cells, Shiga toxin protein synthesis inhibition reporter; 290,000 compounds, 9.2% hits; inhibition, % at 38.7 µM; in the data active = inhibition mostly above about 28%, no sharp cut-off; inactive = mostly below about 43%; note: 0% is about no effect
Pf growth 96h: P. falciparum growth inhibition at 96 hours | P. falciparum luciferase reporter growth, 96 h | Potency, µM (top dose mostly 28.7 µM), without a hit: at the top dose activity change, negative = inhibition, hits mostly inhibitors | 320,000 compounds, 6.9% hits | AID 504834; note: potency is the fitted concentration of half-maximal effect; % is set by controls: 0 for no effect and ±100 for the full control effect
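Compounds incubated with erythrocytes infected by luciferase-expressing P. falciparum (2% hematocrit, 0.05% parasitemia final) for 96 hours, 37 C in 5% CO2. Growth inhibition scored as decreased luciferase luminescence.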
HCV inhibitor: inhibitors of hepatitis C virus infection | Huh7.5.1 HCVcc-Cre infection, luciferase reporter, 44 h | Potency, µM (series often up to 41.8 µM), for inactives: top-dose activity change, negative = inhibition, most hits filed as inhibitors | 340,000 compounds, 3.4% hits; note: potency is the fitted concentration of half-maximal effect; % is set by controls: 0 for no effect and ±100 for the full control effect
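After 44 h co-culture of compound, cells and HCVcc-Cre (~0.5 moi), substrate is added for 15 min at room temperature and luciferase measured over 15 sec. Cells were seeded at 1,000/well and pre-cultured 4 h.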
Pf growth 48h: inhibits P. falciparum growth in the first generation, 48 h | P. falciparum luciferase growth in erythrocytes, 48 h | Potency, µM (top dose mostly 28.7 µM), for the others: top-dose activity change, negative = inhibition, actives largely listed as inhibitors | 310,000 compounds, 5.9% hits | AID 504832; note: potency is the fitted concentration of half-maximal effect; % is set by controls: 0 for no effect and ±100 for the full control effect
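Luciferase-expressing parasites in RBCs, 2% Hct / 0.1% parasitemia final; RPMI 1640 + 0.5% Albumax; 37 C, 5% CO2, one generation; luminescence read-out, lower signal = inhibition.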
Starred values were filed as active, the others as inactive; ? = inconclusive; . = no result given; & = joins results of further samples; [ ] = dose if it differs, or a comment. Unless noted, calls come from the whole dose curve; as a rule, active = well fitted curve in the direction sought with a large enough effect; inconclusive = small, poorly fitted or top-dose-only effect, or another doubt; inactive = no such curve, though single readings can be large; an effect the other way counts as inactive or inconclusive.

SMILES	Giardia FBPA inh	Cycloheximide cs	Shiga inhibitor	Pf growth 96h	HCV inhibitor	Pf growth 48h
COc1ccc(SC[C@H](Cc2ccccc2)N2CCN(C)CCC2=O)cc1	4%	-5	-3	10µM*	6%	13µM*
CC(C)[C@@]1(NC(=O)[C@@H]2C=C3c4cccc5[nH]cc(c45)C[C@H]3N(C)C2)O[C@@]2(O)[C@@H]3CCCN3C(=O)[C@H](Cc3ccccc3)N2C1=O	?	-2	-13	2.3µM*	-3%[8.37 µM]	2.9µM*
C/C(=N\NC(=O)OC(C)(C)C)c1ccc[nH]1	-4%	42*	94*	353%[activator]	12%	437%[activator]
COc1cccc(NC(=O)c2cc3ccccc3oc2=O)c1	10%	42*	.	?	4%	201%[activator]
CNC[C@H](O)c1ccc(O)c(O)c1	18µM*	5&-1&-4	-7&-5&-11	-15%&17%	12%	-4%&20%
Cc1nn(C)cc1S(=O)(=O)Nc1ccc(C(F)(F)F)cc1	.	-2	5	-6%	10%	32%[activator]
Cc1ccccc1-c1nnc(SC(C)C(=O)NC2CCCC2)o1 (configuration not stated)	.	.	.	?	?	?
Cc1ccc(CNC(=O)c2cccc(OCc3c(C)noc3C)c2)cc1	-1%	5	5	?	-5%	11%
N#C/C(=C\c1ccncc1)c1nc2ccccc2c(=O)[nH]1	?	2	33	0%	20%	?
CC(C)CCNC1c2ccccc2C(=O)N1Cc1ccccc1 (configuration not stated)	-3%	-1	-8	?	2%	8%
O=C(O)CCC(=O)Nc1ccc(S(=O)(=O)N2CCCC2)cc1	-2%	-1	17	.	-27%	10%
Cc1onc(-c2ccccc2)c1C(=O)OCC(=O)c1ccccc1	0%	-3	-11	.	-16%	-1%
COCCn1c(N)c(C(=O)NCC2CCCO2)c2nc3ccccc3nc21 (configuration not stated)	-28%	-3	-13	48%[activator]	-18%	?
Cc1ccc(Cl)cc1N1CCN(CC(=O)Nc2ccc3[nH]c(=O)[nH]c3c2)CC1	-29%	-4	-7	.	19%	23%
NC(=O)COc1ccc(Nc2nnc(-c3ccc(O)cc3)c3ccccc23)cc1	6%	0	23	?	-22%	-21%
Cc1ccc(C(=O)Nc2ccc(N3CCN(S(C)(=O)=O)CC3)cc2)cc1	0%	10	-3	16%	6%	.
N#Cc1c(N)n(-c2cccc(C(=O)O)c2)c2nc3ccccc3nc12	-25%	-2	10	42%[activator]	10%	35%
CC1C(C#N)=C(SCC(N)=O)NC2=C1C(=O)CC(C)(C)C2 (configuration not stated)	0%	0	-10	?	-7%	-13%
COc1ccc(CCNC(=O)C(=O)NCC2OCCN2S(=O)(=O)c2ccc(F)cc2)cc1 (configuration not stated)	0%	-2	16	-20%	-3%	5%
Nc1nonc1-c1nc2ccccc2n1CC(=O)N1CCN(c2ccc(F)cc2)CC1	-1%	-4	-9	.	?	?

Given as comma-separated lines: part of the list above
mol,Giardia FBPA inh,Cycloheximide cs,Shiga inhibitor,Pf growth 96h,HCV inhibitor,Pf growth 48h
Cc1nn(C)cc1S(=O)(=O)Nc1ccc(C(F)(F)F)cc1,.,-2,5,-6%,10%,32%[activator]
Cc1ccccc1-c1nnc(SC(C)C(=O)NC2CCCC2)o1 (configuration not stated),.,.,.,?,?,?
Cc1ccc(CNC(=O)c2cccc(OCc3c(C)noc3C)c2)cc1,-1%,5,5,?,-5%,11%
N#C/C(=C\c1ccncc1)c1nc2ccccc2c(=O)[nH]1,?,2,33,0%,20%,?
CC(C)CCNC1c2ccccc2C(=O)N1Cc1ccccc1 (configuration not stated),-3%,-1,-8,?,2%,8%

A different layout for 4 compounds above.
| smiles | Giardia FBPA inh | Cycloheximide cs | Shiga inhibitor | Pf growth 96h | HCV inhibitor | Pf growth 48h |
| --- | --- | --- | --- | --- | --- | --- |
| CC(C)[C@@]1(NC(=O)[C@@H]2C=C3c4cccc5[nH]cc(c45)C[C@H]3N(C)C2)O[C@@]2(O)[C@@H]3CCCN3C(=O)[C@H](Cc3ccccc3)N2C1=O | ? | -2 | -13 | 2.3µM* | -3%[8.37 µM] | 2.9µM* |
| NC(=O)COc1ccc(Nc2nnc(-c3ccc(O)cc3)c3ccccc23)cc1 | 6% | 0 | 23 | ? | -22% | -21% |
| COc1ccc(CCNC(=O)C(=O)NCC2OCCN2S(=O)(=O)c2ccc(F)cc2)cc1 (configuration not stated) | 0% | -2 | 16 | -20% | -3% | 5% |
| CC1C(C#N)=C(SCC(N)=O)NC2=C1C(=O)CC(C)(C)C2 (configuration not stated) | 0% | 0 | -10 | ? | -7% | -13% |

(further entries)
SMILES	Giardia FBPA inh	Cycloheximide cs	Shiga inhibitor	Pf growth 96h	HCV inhibitor	Pf growth 48h
Cc1ccc(-c2c(C(=O)N(C)Cc3ccccc3)oc(=O)c3ccccc23)cc1	-10%	4	7	4.7µM*	0%	?
O=C1C=C(Nc2ccc(O)cc2)C(=O)c2ccccc21	?	44*	68*	-104%	?	98%[activator]
Cc1ccc(-c2nnc(-c3ccccc3)c(-c3ccccc3)n2)cc1	0%	1	-9	?	-6%	10%
COC(=O)C1CCN(Cc2cn(Cc3ccccc3)nc2-c2cc3ccccc3o2)CC1	-5%	0	-5	-4%	?	8.3µM*
COc1ccc(-c2csc(NC(=O)c3ccccc3Br)c2C(=O)O)cc1	-16%	-2	4	13%	13%	-1%[0.00184 µM]
Cc1cc(N=Nc2ccc3ccccc3c2)ccc1O	0%	47*	107*	85%[activator]	?	102%[activator]
C=CCNc1nc(NC(C)(C)CO)nc(OCC)n1	1%	0	-2	7.4µM*	1%	4%
O=C(NC12CC3CC(CC(C3)C1)C2)c1cnccn1	-11%	2	8	.	17%	13%
COc1ccc(C2CC(c3ccc4ccccc4c3)=NN2C(=O)COC(=O)C2CCC(=O)N2)cc1 (configuration not stated)	-7%	47*	127*	276%[activator]	-23%	190%[activator]
N#C/C(=C\c1ccc[nH]1)C(=O)N1CCCCC1	-4%	9	13	17%	15%	?
COC(=O)c1ccc(NN=Nc2ccc(C)cc2)cc1	-14%	59*	47*	3%	-1%	-31%
CCOC(=O)N1CCN(S(=O)(=O)c2ccc(F)c(C(=O)Nc3ccc(C(C)C)cc3)c2)CC1	-2%	-4	-13	?	-8%	?
Cc1ccc(C(=O)OCc2cn(-c3ccccc3)nn2)cc1	-16%	17	-6	?	-4%	13µM*
CCc1ccc(/C=N/n2c(C3CCCCC3)n[nH]c2=S)cc1	13%	0	-4	?	-21%	?
COc1ccc(C(=O)NCc2nnc(SCC(=O)NCc3ccc(F)cc3)o2)cc1	2%	-3	28	8%	5%	7%
CC(=O)c1cccc(NC(=O)C2CC(c3ccc(F)cc3)=NO2)c1 (configuration not stated)	3%	8	-7	.	-5%	.
COc1ccc(C(=O)Nn2c(C)nnc2-n2nc(C)cc2C)cc1OC	-1%	-4	18	12%	16%	20%
OC(c1nc2ccc(F)cc2[nH]1)C(O)c1nc2ccc(F)cc2[nH]1 (configuration not stated)	-2%	-1	-5	71%[activator]	0%	11%
COc1cccc(-c2cc(C(F)(F)F)n3nc(C(=O)Nc4c(C)n(C)n(-c5ccccc5)c4=O)cc3n2)c1	9%	1	-7	-1%	-3%	-12%
O=C(CN1CCN(Cc2ccccc2Cl)C1=O)NCc1ccccn1	6%	-3	-13	-4%	3%	13%
Cc1nc(C)c(/C(O)=C/c2nc3ccccc3oc2=O)s1	-25%	22*	-3	-95%	4%	?
Cn1c(=O)cc(OCCCC(=O)N2CCN(c3ccccn3)CC2)c2ccccc21	-10%	-2	21	0%	4%	?
CC(=O)c1ccc(OC(C)C)c(Cc2c(O)[nH]c(=S)[nH]c2=O)c1	?	11	-9	?	-4%	4%
C/C(=N\Nc1nc(N2CCOCC2)nc(N2CCOCC2)n1)c1ccc([N+](=O)[O-])cc1	5%	-3	-8	90%[activator]	?	?
CN1C[C@@H]2C(c3ccc(C(F)(F)F)cc3)C3(c4ccccc4)CC2(C3)[C@H]1c1ccccc1 (some centres not stated)	3%&9%	1	1	?	22%	?
O=C1NC(Cc2ccccc2)c2nc3ccc(Cl)cc3c(=O)n2-c2cc(Cl)ccc21 (configuration not stated)	.	.	.	?	-10%	?
COc1cccc(C(=O)NCC(c2ccco2)N2CCc3ccccc3C2)c1 (configuration not stated)	.	.	.	-21%	9%	?
Cc1ccc(C(=O)N/N=c2\sc3ccccc3n2C)cc1	-7%	20*	-6	-14%	4%	22%
COc1ccc(OC)c(/C=C2\NC(=O)NC2=O)c1	-1%	-3	-3	?	2%	48%[activator]
CC(=O)Oc1ccc2c(=O)oc(-c3ccc([N+](=O)[O-])cc3)nc2c1	4%	2	-7	2.3µM*	11%	.
CN(CC1CCCN(CCc2ccccc2F)C1)C(=O)c1ccoc1 (configuration not stated)	9%	7	10	?	12%	15%
COc1cc(Cl)ccc1OCc1cc(C(=O)N(C)Cc2cn(C)nc2C)no1	.	-2	1	18%	?	1%
O=C(NNc1cc(Cl)ccc1Cl)c1cccs1	3%	-3	-2	?	10%	?
COc1ccc(OC)c(-c2csc(NC(=O)COC(=O)C3CC3)n2)c1	.	.	.	14%	10µM*	9%
COc1cc(/C=C2/SC(=O)NC2=O)ccc1Oc1ccc([N+](=O)[O-])cc1[N+](=O)[O-]	3%	-2	-9	?	-7%	?
Cc1cc(S(=O)(=O)Nc2ccc(C(=O)NCCCN3CCOCC3)cc2)ccc1F	.	.	.	17%	35%[activator]	-7%
Cc1sc(NC(=S)NC(=O)C2CCCCC2)c(C(N)=O)c1C	-12%	-4	14	4%	?	47%[activator]
C=CCN1C(=O)CSC1=Nc1cccc(O)c1	-5%	-4	-13	.	17%	6%

An excerpt from above, limited to HCV inhibitor:
Molecule	HCV inhibitor
O=C(NNc1cc(Cl)ccc1Cl)c1cccs1	10%
COc1ccc(OC)c(-c2csc(NC(=O)COC(=O)C3CC3)n2)c1	10µM*
COc1cc(/C=C2/SC(=O)NC2=O)ccc1Oc1ccc([N+](=O)[O-])cc1[N+](=O)[O-]	-7%
